Compound activity (PubChem BioAssay)
NIH3T3 tox – cytotoxic compounds in NIH 3T3 cells | NIH 3T3 viability, CellTiter-Glo ATP luminescence, 48-72 h | Potency, µM (top dose mostly 96.7 µM), for the others: at the highest dose activity change, negative = cytotoxicity, hits mostly inhibitors | actives 4.3% (n = 94,000) | AID 1345082; note: potency is the fitted concentration of half-maximal effect; nearly all actives have a fitted effect of over 55% in size
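Cells were seeded at 400 per well, treated with pin-transferred compound, and kept 48 or 72 hr at 37 °C before CellTiter-Glo addition and luminescence imaging of cellular ATP.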
GPT2 inh – GPT2 alanine aminotransferase inhibition | Q8TD30 | Recombinant GPT2, coupled pyruvate oxidase/HRP Amplex Red fluorescence | Potency, µM (series often up to 57.7 µM), for inactives: at the highest dose activity change, negative = inhibition, usual class: inhibitors | actives 0.25% (n = 100,000); note: potency is the fitted concentration of half-maximal effect; nearly all actives have a fitted effect of over 60% in size; many of its hits are not listed in these tables
Target sequence (Q8TD30 whole entry, looked up): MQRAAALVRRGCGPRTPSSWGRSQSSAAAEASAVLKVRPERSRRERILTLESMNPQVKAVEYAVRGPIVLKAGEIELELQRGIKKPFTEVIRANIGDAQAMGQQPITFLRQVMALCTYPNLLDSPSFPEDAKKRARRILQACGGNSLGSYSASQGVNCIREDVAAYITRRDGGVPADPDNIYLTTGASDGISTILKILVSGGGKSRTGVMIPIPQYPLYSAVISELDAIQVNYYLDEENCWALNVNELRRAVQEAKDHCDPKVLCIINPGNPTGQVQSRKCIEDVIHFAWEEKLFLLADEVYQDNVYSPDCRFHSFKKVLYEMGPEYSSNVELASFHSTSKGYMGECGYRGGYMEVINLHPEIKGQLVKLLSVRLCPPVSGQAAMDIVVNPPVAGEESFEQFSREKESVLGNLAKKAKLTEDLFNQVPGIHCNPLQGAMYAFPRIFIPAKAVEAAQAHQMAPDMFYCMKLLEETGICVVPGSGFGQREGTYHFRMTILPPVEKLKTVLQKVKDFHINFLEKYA
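Fluorescence of coupled pyruvate oxidase/HRP/Amplex Red system (50uM Amplex, 30 min, dark) reports pyruvate formed by GPT2. Enzyme reaction: 10ng/uL GPT2, 2mM L-alanine, 250uM a-KG, 30 min room temperature, pH 7.5; 50uM AOA control.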
HEK cytotox – HEK 293 cell cytotoxicity | HEK 293 viability, ATP luminescence (CellTiter-Glo), 48-72 h | Potency, µM (titrated, usually from 115 µM), for inactives: at the highest dose activity change, negative = cytotoxicity, most hits filed as inhibitors | AID 1345083 | actives 6.6% (n = 94,000); note: potency is the fitted concentration of half-maximal effect; nearly all actives have a fitted effect of over 60% in size
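HEK 293 cells seeded at 250 cells/well were exposed to compound for 48 or 72 hr at 37 degree Celsius. Viability taken as ATP content by CellTiter-Glo luminescence.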
Luciferase inh – inhibitors of firefly (Photinus pyralis) luciferase | AID 1347043 | actives 2.5% (n = 76,000) | purified P. pyralis luciferase, luminescence, biochemical | Potency, µM (titrated, usually from 115 µM), for inactives: at the highest dose activity change, negative = inhibition, actives largely listed as inhibitors | P08659; note: potency is the fitted concentration of half-maximal effect; nearly all actives have a fitted effect of over 65% in size
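Luminescence read by CCD imager after adding enzyme (10nM final) to wells holding compound, titrated in qHTS. Substrates 10uM each D-luciferin and ATP; buffer 50mM Tris acetate pH 7.5, 10mM Mg acetate, Tween-20, BSA.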
IP6K1 inh – IP6K1 kinase inhibition; Q92551; IP6K1 kinase, ADP-Glo luminescence, 2 h; stronger effect = lower value; activity change, % (series mostly up to about 58 µM); actives 0.81% (n = 140,000); in the data active = activity change below about -25%
Target sequence (Q92551 whole entry, looked up): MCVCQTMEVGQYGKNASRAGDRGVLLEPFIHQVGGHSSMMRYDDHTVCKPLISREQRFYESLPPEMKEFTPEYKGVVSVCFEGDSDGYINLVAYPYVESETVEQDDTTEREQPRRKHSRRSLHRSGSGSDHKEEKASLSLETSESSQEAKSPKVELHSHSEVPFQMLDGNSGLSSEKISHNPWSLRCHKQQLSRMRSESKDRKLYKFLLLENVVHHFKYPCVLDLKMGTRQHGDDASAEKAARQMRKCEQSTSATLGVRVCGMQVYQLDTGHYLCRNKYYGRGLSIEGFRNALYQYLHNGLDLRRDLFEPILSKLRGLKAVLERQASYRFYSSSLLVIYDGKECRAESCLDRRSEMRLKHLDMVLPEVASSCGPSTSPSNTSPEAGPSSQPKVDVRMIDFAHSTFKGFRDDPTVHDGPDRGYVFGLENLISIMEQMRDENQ
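ADP-Glo luminescence measures ADP made by human IP6K1 during a 2 h RT reaction with ATP/IP6 (mix at 1.3 mM/130 uM); top library doses 57.5 and 19.1 uM final.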
SNCA expr inh – SNCA gene expression inhibition | HEK-293 SNCA-luciferase knock-in, luminescence, 24 h | actives 0.17% (n = 140,000) | Potency, µM (series often up to 57.2 µM), without a hit: top-dose activity change, negative = inhibition, hits mostly inhibitors;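 note: potency is the fitted concentration of half-maximal effect; plate controls were DMSO cells for no effect and cell-free wells for full effect; nearly all actives have a fitted effect of over 45% in size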
SNCA viab count – reduces viability of HEK-293 SNCA reporter cells | Potency, µM (titrated, usually from 57.1 µM), for the others: at the top dose activity change, negative = cytotoxicity, hits mostly cytotoxic | HEK-293-SNCA-luc viability, GF-AFC fluorescence, 24 h | AID 1671193 | actives 0.12% (n = 150,000);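 note: potency is the fitted concentration of half-maximal effect; 0% = DMSO-treated cells and -100% = medium-only wells without cells; nearly all actives have a fitted effect of over 30% in size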
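Cytotoxicity counterscreen: after 24 h compound treatment of genome-edited SNCA-luciferase HEK-293 cells, live-cell protease substrate GF-AFC read by fluorescence after 30 min; activity scaled between DMSO (0%) and medium-only (-100%), curves Hill-fitted.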
* hit, by the source's call; [ ] = dose if it differs, or a comment. Unless noted, calls come from the whole dose curve; as a rule, active = well fitted curve in the direction sought with a large enough effect; inconclusive = small, poorly fitted or top-dose-only effect, or another doubt; inactive = no such curve, though single readings can be large; an effect the other way counts as inactive or inconclusive. Unless noted, % is set by controls: 0 for no effect and ±100 for the full control effect. Only part of the results is shown; the hit share may differ from the screen's.

How did O=C(C1CCCN1C(=O)C1CC1)N1CCC(c2ccccc2)CC1 (stereo not drawn) do in these assays?
NIH3T3 tox: -34%[138 µM]; GPT2 inh: 5%[88.5 µM]; HEK cytotox: -19%[172 µM]; IP6K1 inh: -2; SNCA expr inh: 7%[87.6 µM]; SNCA viab count: 0%[87.6 µM]

How did O=C(Nc1ccc(F)cc1)C1CCc2nnc(-c3cccc(C(F)(F)F)c3)n21 (stereo not drawn) do in these assays?
NIH3T3 tox: inconclusive; GPT2 inh: inactive; HEK cytotox: inconclusive; IP6K1 inh: 25; SNCA expr inh: -23%; SNCA viab count: -15%

How did Cc1cc(CNC(=O)c2cc(-c3ccc(N4CCOCC4)cc3)cc3c2OCCN3C)no1 do in these assays?
NIH3T3 tox: inconclusive; GPT2 inh: 3%; HEK cytotox: inconclusive; Luciferase inh: inconclusive; IP6K1 inh: -21; SNCA expr inh: -11%; SNCA viab count: 3%

Results for Cc1ncsc1CN1CCc2nc(N3CCN(C)CC3)sc2C1 ?
NIH3T3 tox: -13%; GPT2 inh: 3%; HEK cytotox: inconclusive; Luciferase inh: 9%; IP6K1 inh: 7; SNCA expr inh: -5%; SNCA viab count: -8%

How did O=C(NCc1ccc2c(c1)OCO2)C1CN(Cc2ccccc2)C(=O)N1 (stereo not drawn) do in these assays?
NIH3T3 tox: -3%; GPT2 inh: inactive; HEK cytotox: 2%; Luciferase inh: 3%; IP6K1 inh: -5; SNCA expr inh: -9%; SNCA viab count: 15%

How did O=C1CNc2ccc(C(=O)N3C[C@H](CO)C[C@H](CN4CCCC4)C3)cc2N1 do in these assays?
NIH3T3 tox: -8%; GPT2 inh: inconclusive; HEK cytotox: -17%; Luciferase inh: 2%; IP6K1 inh: 22; SNCA expr inh: 28%; SNCA viab count: 6%

Results for COc1ccc(-n2c(-c3ccco3)nc3c(cnn3-c3ccc(Cl)cc3)c2=O)cc1 ?
IP6K1 inh: -13; SNCA expr inh: 1%; SNCA viab count: 26%

How did c1ccc(-c2nc(C3CCOCC3)no2)c(OC2CCN(C3CCCC3)C2)c1 (stereo not drawn) do in these assays?
NIH3T3 tox: inconclusive; GPT2 inh: 2%; HEK cytotox: inconclusive; Luciferase inh: -13%; IP6K1 inh: -5; SNCA expr inh: 75%[activator]; SNCA viab count: -25%

How did Cc1ccc(-c2cc(C(=O)NC3CC3)nn3cnnc23)cc1 do in these assays?
NIH3T3 tox: inconclusive; GPT2 inh: 3%[88.5 µM]; HEK cytotox: inconclusive; IP6K1 inh: 6; SNCA expr inh: 29%[87.6 µM]; SNCA viab count: -18%[87.6 µM]

What do the screens show for `O=C(NCC1CCCCC1)C1CCN(C(=O)c2ccc(-c3cncnc3)cc2)CC1`?
NIH3T3 tox: inconclusive; GPT2 inh: -2%; HEK cytotox: -22%; IP6K1 inh: 0; SNCA expr inh: -17%; SNCA viab count: -8%

How did CC1=C(C(=O)N(C)C)C(c2ccc(Cl)cc2)N2C(CC(=O)N3CCOCC3)=CSC2=N1 (stereo not drawn) do in these assays?
NIH3T3 tox: -11%; GPT2 inh: 2%; HEK cytotox: -15%; Luciferase inh: 1%; IP6K1 inh: -10; SNCA expr inh: -8%; SNCA viab count: -3%

What do the screens show for `CN(CCc1noc(C2CC2)n1)C(=O)C1CC(=O)N(C(C)(C)C)C1` (stereo not drawn)?
NIH3T3 tox: 1%; GPT2 inh: -2%; HEK cytotox: -16%; Luciferase inh: 7%; IP6K1 inh: 0; SNCA expr inh: -18%; SNCA viab count: 1%

Among those listed so far, these have a Cl atom:
Results for COc1ccc(-n2c(-c3ccco3)nc3c(cnn3-c3ccc(Cl)cc3)c2=O)cc1 ?
IP6K1 inh: -13; SNCA expr inh: 1%; SNCA viab count: 26%

How did CC1=C(C(=O)N(C)C)C(c2ccc(Cl)cc2)N2C(CC(=O)N3CCOCC3)=CSC2=N1 (stereo not drawn) do in these assays?
NIH3T3 tox: -11%; GPT2 inh: 2%; HEK cytotox: -15%; Luciferase inh: 1%; IP6K1 inh: -10; SNCA expr inh: -8%; SNCA viab count: -3%

The list continues:
Results for COC(=O)[C@H](NC(=O)C1=C[C@@H](NC(=O)Nc2ccc(C)cc2)[C@@H](O)[C@H](O)C1)C(C)C ?
NIH3T3 tox: 1%[174 µM]; GPT2 inh: -4%[88.5 µM]; HEK cytotox: -4%[172 µM]; Luciferase inh: -4%[172 µM]; IP6K1 inh: -12; SNCA expr inh: -1%[87.6 µM]; SNCA viab count: 4%[87.6 µM]

Results for O=C1N(c2ccccc2)C[C@H]2CN(CC3CC3)CCN12 ?
NIH3T3 tox: -5%[174 µM]; GPT2 inh: -6%[88.5 µM]; HEK cytotox: 3%[230 µM]; Luciferase inh: -21%[230 µM]; IP6K1 inh: 4; SNCA expr inh: 42%[activator][87.6 µM]; SNCA viab count: -3%[87.6 µM]

How did CCc1ccc(C(=O)N2CCN(C(=O)c3nnn4c3COC(c3ccc(F)cc3)C4)CC2)cc1 (stereo not drawn) do in these assays?
NIH3T3 tox: -14%; GPT2 inh: -17%; HEK cytotox: inconclusive; Luciferase inh: 11%; IP6K1 inh: 0; SNCA expr inh: -2%; SNCA viab count: -7%

What do the screens show for `COCCC(=O)NCCC1CCN(C(=O)Nc2cccc(F)c2)CC1`?
NIH3T3 tox: inactive; GPT2 inh: inactive; HEK cytotox: 2%; Luciferase inh: -8%; IP6K1 inh: 5; SNCA expr inh: -4%; SNCA viab count: 5%

What do the screens show for `O=C(O)CCn1ncc2cc(OCC3CCN(C(=O)Oc4ccccc4Cl)CC3)ccc21`?
NIH3T3 tox: 18µM*; GPT2 inh: -5%; HEK cytotox: -25%; Luciferase inh: inconclusive; IP6K1 inh: -8; SNCA expr inh: -11%; SNCA viab count: 2%

What do the screens show for `Cc1oc2ncn(CC(C)C)c(=O)c2c1C(=O)N1CCN(c2cccc(C(F)(F)F)c2)CC1`?
IP6K1 inh: 41; SNCA expr inh: 26%; SNCA viab count: -1%

How did O=C(c1nc(-c2ccc(Cl)nc2)c2ccccn12)N1CCN(c2ncccn2)CC1 do in these assays?
NIH3T3 tox: 2%; GPT2 inh: -12%; HEK cytotox: inactive; IP6K1 inh: -8; SNCA expr inh: 44%[activator]; SNCA viab count: 4%

How did Cc1cc(C)cc(N2C(=O)N(Cc3cc(=O)n4ccccc4n3)c3ccccc3S2(=O)=O)c1 do in these assays?
IP6K1 inh: 6; SNCA expr inh: -14%; SNCA viab count: inconclusive

How did O=C(C1CCCC1)N1CCC2(CC1)NC(=O)N(c1ccccc1)N2 do in these assays?
NIH3T3 tox: -27%; GPT2 inh: -1%; HEK cytotox: inconclusive; Luciferase inh: 8%; IP6K1 inh: 3; SNCA expr inh: -9%; SNCA viab count: 6%

What do the screens show for `O=C(/C=C/c1cn(CC(O)CN2CCCCCC2)c2ccccc12)c1ccc(Br)cc1` (stereo not drawn)?
IP6K1 inh: -11; SNCA expr inh: -3%; SNCA viab count: inconclusive

Results for O=C(c1ccco1)N1CCC2(CC1)CC(N(C(=O)c1ccccc1)C1CC1)CCO2 (stereo not drawn) ?
NIH3T3 tox: -21%; GPT2 inh: inconclusive; HEK cytotox: inconclusive; Luciferase inh: -8%; IP6K1 inh: -10; SNCA expr inh: -6%; SNCA viab count: 5%

How did O=S(=O)(c1ccc(Br)cc1)c1nnn2c1nc(N1CCOCC1)c1sccc12 do in these assays?
IP6K1 inh: -2; SNCA expr inh: 18%; SNCA viab count: 12%

What do the screens show for `O=C(c1ccccc1)N1CCC2(CC1)COc1ccccc1NC2=O`?
NIH3T3 tox: -10%[138 µM]; GPT2 inh: inactive; HEK cytotox: inconclusive; Luciferase inh: -3%[172 µM]; IP6K1 inh: 19; SNCA expr inh: 5%[87.6 µM]; SNCA viab count: -7%[87.6 µM]

What do the screens show for `Cc1ccc(C2c3[nH]c4ccccc4c3CCN2C(=O)c2ccccc2Br)cc1` (stereo not drawn)?
IP6K1 inh: 8; SNCA expr inh: inconclusive; SNCA viab count: 7%

What do the screens show for `CC(C)Cn1c(=O)c(C(=O)N2CCN(C(=O)c3ccc(F)cc3)CC2)nc2cccnc21`?
NIH3T3 tox: -22%; GPT2 inh: inactive; HEK cytotox: -9%; IP6K1 inh: -2; SNCA expr inh: 5%; SNCA viab count: -16%

How did O=C(NC1CCCCCC1)c1ccc(CS(=O)c2cccc(Cl)c2)o1 (stereo not drawn) do in these assays?
IP6K1 inh: 2; SNCA expr inh: 25%; SNCA viab count: 4%

How did COc1ccccc1NCc1cccn1-c1nnc(N2CCOCC2)s1 do in these assays?
IP6K1 inh: -3; SNCA expr inh: 48%[activator]; SNCA viab count: 10%

How did O=C(c1ccccc1F)N1CCC(C(=O)N2CCC(N3CCCC3=O)CC2)CC1 do in these assays?
NIH3T3 tox: -3%; GPT2 inh: inconclusive; HEK cytotox: inactive; IP6K1 inh: 16; SNCA expr inh: -23%; SNCA viab count: 11%

How did Cc1ccc(CCNC(=O)c2nnn3c2COC(c2ccc(Cl)cc2)C3)cc1 (stereo not drawn) do in these assays?
NIH3T3 tox: inactive; GPT2 inh: inactive; HEK cytotox: 3%; Luciferase inh: -2%; IP6K1 inh: 7; SNCA expr inh: 5%; SNCA viab count: 4%

What do the screens show for `CCOc1ccc(-n2nc(CO)c(C(=O)NCc3cccs3)n2)cc1`?
IP6K1 inh: 7; SNCA expr inh: 48%[activator]; SNCA viab count: -23%

What do the screens show for `O=C1NC2(Cc3ccccc31)CN(C(=O)c1ccc(C(F)(F)F)cc1)C2`?
NIH3T3 tox: -12%; GPT2 inh: -12%; HEK cytotox: 2%; IP6K1 inh: 7; SNCA expr inh: -2%; SNCA viab count: 2%

What do the screens show for `Cc1c(C(=O)Nc2ccc(F)c(Cl)c2)sc2nc3n(c(=O)c12)CCC3`?
IP6K1 inh: -12; SNCA expr inh: 78%[activator]; SNCA viab count: -2%

Results for COc1ccc(C2=C(C)C(=NCc3ccc(OC(C)C)cc3)NS2(=O)=O)cc1 ?
IP6K1 inh: 10; SNCA expr inh: -1%; SNCA viab count: 13%

What do the screens show for `COc1cc(NC(=O)c2cnc3c(-c4ccc(F)cc4)c(C)nn3c2C)cc(OC)c1`?
IP6K1 inh: 3; SNCA expr inh: -6%; SNCA viab count: inconclusive

How did COc1cccc(CNC(=O)[C@@H]2C[C@@H](O)CN2C2CCN(C(=O)c3ccsc3)CC2)c1 do in these assays?
NIH3T3 tox: -16%; GPT2 inh: inactive; HEK cytotox: -16%; Luciferase inh: -5%; IP6K1 inh: -7; SNCA expr inh: inconclusive; SNCA viab count: -7%
